GPT2 inhibitor – GPT2 alanine aminotransferase inhibition; Q8TD30; Potency, µM (series often up to 57.7 µM), for the others: top-dose activity change, negative = inhibition, actives largely listed as inhibitors; AID 1671188; Recombinant GPT2, coupled pyruvate oxidase/HRP Amplex Red fluorescence; 100,000 compounds, 0.25% hits; further: potency means the concentration at half of the fitted maximal effect; nearly all actives have a fitted effect of over 60% in size; many of its hits are not listed in these tables
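Inhibition is scored from Amplex Red fluorescence generated when pyruvate oxidase and HRP act on pyruvate released by GPT2. Reactions contain 10ng/uL enzyme, 250uM a-KG and 2mM L-alanine and run 30 min at room temperature.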
SNCA expr inh – inhibitors of alpha-synuclein (SNCA) gene expression; 140,000 compounds, 0.17% hits; AID 1671194; Potency, µM (top dose mostly 57.2 µM), for the others: top-dose activity change, negative = inhibition, most hits filed as inhibitors; HEK-293 SNCA-luciferase knock-in, luminescence, 24 h;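 further: potency means the concentration at half of the fitted maximal effect; plate controls were DMSO cells for no effect and cell-free wells for full effect; nearly all actives have a fitted effect of over 45% in size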
HEK293 viab – cell viability loss counter-screen. HEK-293-SNCA-luc viability, GF-AFC fluorescence, 24 h. Potency, µM (top dose mostly 57.1 µM), without a hit: top-dose activity change, negative = cytotoxicity, hits mostly cytotoxic. 150,000 compounds, 0.12% hits;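 further: potency means the concentration at half of the fitted maximal effect; 0% = DMSO-treated cells and -100% = medium-only wells without cells; nearly all actives have a fitted effect of over 30% in size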
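HEK-293-SNCA-luc cells (1500/well) plated 24 h, then exposed 24 h to a dilution series; GF-AFC added 30 min at 37C, fluorescence 405/540 nm; normalised to medium-only and DMSO wells, Hill fit.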
NIH3T3 tox – kills NIH 3T3 cells. AID 1345082. 94,000 compounds, 4.3% hits. NIH 3T3 viability, CellTiter-Glo ATP luminescence, 48-72 h. Potency, µM (highest dose often 96.7 µM), inactives show top-dose activity change, negative = cytotoxicity, usual class: inhibitors; further: potency means the concentration at half of the fitted maximal effect; nearly all actives have a fitted effect of over 55% in size
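ATP-dependent luminescence (CellTiter-Glo) served as the viability signal for NIH 3T3 cells treated with compound for 48 or 72 hr at 37 °C.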
Luciferase inh – inhibitors of firefly (Photinus pyralis) luciferase. P08659. purified P. pyralis luciferase, luminescence, biochemical. Potency, µM (highest dose often 115 µM), without a hit: top-dose activity change, negative = inhibition, most hits filed as inhibitors. 76,000 compounds, 2.5% hits; further: potency means the concentration at half of the fitted maximal effect; nearly all actives have a fitted effect of over 65% in size
Target sequence (P08659 whole entry, looked up): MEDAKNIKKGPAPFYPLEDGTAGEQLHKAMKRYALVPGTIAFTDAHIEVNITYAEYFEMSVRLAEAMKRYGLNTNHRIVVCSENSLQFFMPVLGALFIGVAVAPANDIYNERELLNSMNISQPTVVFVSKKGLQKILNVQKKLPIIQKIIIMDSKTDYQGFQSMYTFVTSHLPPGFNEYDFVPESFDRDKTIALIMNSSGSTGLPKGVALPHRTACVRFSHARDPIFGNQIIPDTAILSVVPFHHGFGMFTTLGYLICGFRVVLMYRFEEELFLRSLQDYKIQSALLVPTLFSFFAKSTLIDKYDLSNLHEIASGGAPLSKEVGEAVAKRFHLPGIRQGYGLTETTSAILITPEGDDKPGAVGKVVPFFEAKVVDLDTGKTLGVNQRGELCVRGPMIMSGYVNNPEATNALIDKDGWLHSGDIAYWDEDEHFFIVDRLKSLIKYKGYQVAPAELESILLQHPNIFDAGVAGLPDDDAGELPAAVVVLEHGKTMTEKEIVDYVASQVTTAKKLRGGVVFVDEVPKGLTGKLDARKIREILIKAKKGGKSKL
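Cell-free enzyme assay, 10nM P. pyralis luciferase, luciferin and ATP each at 10uM. Inhibition profiled over a 6-point titration, read as luminescence.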
IP6K1 inhibitor – blocks human inositol hexakisphosphate kinase 1. Q92551. IP6K1 kinase, ADP-Glo luminescence, 2 h; hits give low values. activity change, % (series mostly up to about 58 µM). 140,000 compounds, 0.81% hits. AID 1645851; in the data active means activity change below about -25%
Target sequence (Q92551 whole entry, looked up): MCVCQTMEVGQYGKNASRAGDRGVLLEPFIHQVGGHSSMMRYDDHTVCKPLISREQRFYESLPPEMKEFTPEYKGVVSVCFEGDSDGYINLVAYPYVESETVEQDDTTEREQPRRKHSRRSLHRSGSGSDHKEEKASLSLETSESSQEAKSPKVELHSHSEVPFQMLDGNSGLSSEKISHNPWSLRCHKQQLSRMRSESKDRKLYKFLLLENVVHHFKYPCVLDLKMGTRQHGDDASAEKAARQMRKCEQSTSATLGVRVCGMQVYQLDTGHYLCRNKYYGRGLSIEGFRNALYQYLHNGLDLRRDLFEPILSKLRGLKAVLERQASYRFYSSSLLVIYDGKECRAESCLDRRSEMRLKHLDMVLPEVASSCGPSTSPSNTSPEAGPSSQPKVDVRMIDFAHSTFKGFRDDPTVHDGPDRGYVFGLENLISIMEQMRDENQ
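ADP-Glo luminescence measures ADP made by human IP6K1 during a 2 h RT reaction with ATP/IP6 (mix at 1.3 mM/130 uM); top library doses 57.5 and 19.1 uM final.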
HEK cytotox – kills HEK 293 cells | Potency, µM (highest dose often 115 µM), inactives show top-dose activity change, negative = cytotoxicity, actives largely listed as inhibitors | AID 1345083 | HEK 293 viability, ATP luminescence (CellTiter-Glo), 48-72 h | 94,000 compounds, 6.6% hits; further: potency means the concentration at half of the fitted maximal effect; nearly all actives have a fitted effect of over 60% in size
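CellTiter-Glo luminescence (cellular ATP) was read after 48 or 72 hr of compound exposure at 37 degree Celsius. Cells were HEK 293 plated at 250 cells/well.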
* hit, by the source's call; i = inactive; ? = inconclusive; · = no result given; [ ] = another dose, or the depositor's remark. Unless noted, the call rests on the fitted dose curve; in most records, active means well fitted curve in the direction sought with a large enough effect; inconclusive means small, poorly fitted or top-dose-only effect, or another doubt; inactive means no such curve, though single readings can be large; an effect the other way counts as inactive or inconclusive. Unless noted, on the % scale 0 is the no-effect control and ±100 the full control effect.

Second line of a record – HEK293 viab | SNCA expr inh | HEK cytotox | NIH3T3 tox | GPT2 inhibitor | IP6K1 inhibitor | Luciferase inh
COc1cccc(C(=O)NCC2CCCN(Cc3cccc4nonc34)C2)c1OC (configuration not stated)
 : -3% | 11% | -12% | -6% | i | -3 | 9%
CCCCCCNC(=O)n1cc(F)c(=O)[nH]c1=O
 : 0% | -5% | · | · | i | 7 | ·
COC(=O)c1cc2n(n1)CCCN(C(=O)c1cc(C)nc3ccc(C)cc13)C2
 : 9% | ? | -17% | -13% | 1%[11.5 µM] | 14 | 16%
CC(C)(C)NC(=O)C[C@@H]1CCNC[C@@H]1Cc1cc(COc2ccccc2)on1
 : -6%[87.6 µM] | -6%[87.6 µM] | ? | -17%[174 µM] | -6%[88.5 µM] | 12 | 3%[172 µM]
COc1cccc(C(=O)N2C(C(=O)NC3CC3)COC23CCN(C(=O)C2CC2)CC3)c1 (configuration not stated)
 : 4% | 15% | -13% | 1% | i | 4 | 2%
CCc1ccc(-c2[nH]nc3nc(-c4cc(OC)ccc4OC)cc(C(=O)O)c23)cc1
 : 4% | 28% | · | · | · | 10 | ·
COc1ccccc1-c1cc2nc(C)c(CCC(=O)Nc3ccc(Br)c(C)c3)c(C)n2n1
 : ? | -36% | · | · | · | -10 | ·
COC(=O)[C@@H]1Cc2c([nH]c3ccccc23)[C@@H]2C[C@@H](NC(C)C)C[C@@H](c3ccc(F)cc3)N12
 : -14% | -7% | 28µM* | 28µM* | -8% | -11 | 1%
COc1cc(NC(=O)C2CC(=O)N(c3n[nH]c4cccc(F)c34)C2)cc(OC)c1OC (configuration not stated)
 : -4% | 9% | 5% | i | i | -3 | -3%
CC1=C(C(=O)Nc2ccccc2C)C(c2cccnc2)n2nc(SCc3ccccc3F)nc2N1 (configuration not stated)
 : 5% | 16% | · | · | · | 18 | ·
CC(C)C(C)NC(=O)C(NC(=O)c1ccccc1)C1CCN(C(=O)C2CCCC2)CC1 (configuration not stated)
 : -9% | -23% | 2% | -13% | i | -14 | 3%
COc1ccccc1CN1CCc2nc(C(=O)Nc3ccccc3)oc2CC1
 : -22%[87.6 µM] | -23%[87.6 µM] | ? | ? | 3%[88.5 µM] | -2 | 4.5µM*
CCc1cnc2c(c1SCc1ccccc1C)c(=O)n(C)c(=O)n2C
 : 8% | 19% | · | · | · | -12 | ·
CCc1ccccc1N1C(=O)N(Cc2ccc(C#N)cc2)c2ccccc2S1(=O)=O
 : -25% | 1% | · | · | · | -7 | ·
CC(=O)NC(C)c1nnc2n1CCN([S+](=O)([O-])c1ccccc1)C2 (configuration not stated)
 : · | · | 0% | -19% | · | 16 | ·
N#Cc1ccccc1CN1CCC2(CC1)CC(O)CCO2 (configuration not stated)
 : 3%[12.5 µM] | 6% | 6% | i | i | 2 | -5%
Cc1ccc(C2Cn3nnc(-c4noc(-c5ccccc5Cl)n4)c3CO2)cc1 (configuration not stated)
 : 3% | -9% | -22% | -22% | i | -6 | -6%
CC(C)c1noc(-c2cccn3c(CNC(=O)c4cccc(F)c4)nnc23)n1
 : -7% | 0% | i | 1% | 5% | 0 | 9%
O=C(COc1ccccc1)N1CCCC1c1nc(C2CCOCC2)no1 (configuration not stated)
 : 23% | -10% | -2% | -28% | i | 4 | -11%
COc1ccc(CC(=O)Nc2ccc3ncnc(N4CCCC4)c3c2)c(Cl)c1
 : -7% | 8% | ? | ? | i | 2 | -1%
CCOc1ccc(NC(=O)CC2CCCN(c3cnn(CC4CC4)c(=O)c3)C2)cc1 (configuration not stated)
 : -1% | 1% | ? | -29% | i | 18 | 0%
O=c1c2c3c(nn2ccn1Cc1cc(F)cc(F)c1)CCCC3
 : -6% | 11% | ? | ? | 2% | -12 | -4%
CN(C)CC(=O)N1C[C@@H]2C[C@H](C1)c1ccc(-c3ccccc3CN3CCOCC3)c(=O)n1C2
 : 13% | 6% | -4% | 1% | -2% | 7 | -3%
CN1CCC(C(=O)N2Cc3ccccc3CC3(CCCN(Cc4ccncc4)C3)C2)CC1 (configuration not stated)
 : -13% | -11% | -24% | -15% | i | 10 | ·
C#CCNC(=O)c1nc(-c2cccc(C(F)(F)F)c2)c2ccccn12
 : -24%[87.6 µM] | 0%[87.6 µM] | 50µM* | ? | ? | -8 | -13%[172 µM]
CCC(=O)Nc1ccc(CC)cc1-c1nc2ccccc2n(CC(=O)Nc2cccc(Cl)c2)c1=O
 : ? | 10% | · | · | · | 16 | ·
Cc1ccccc1OCC(=O)Nc1nnc(S(=O)(=O)N2CCCCCC2)s1
 : 13% | 6% | · | · | · | 14 | ·
O=C([C@H]1C[C@H](Oc2ccccc2)CN1C(=O)NCc1ccccc1)N1CCOCC1
 : 1% | 25% | 3% | -16% | i | 45 | 0%
O=C(Cn1c(SCc2cccc(F)c2)nc2cccnc21)Nc1ccc(F)c(Cl)c1
 : -17% | 45%[activator] | · | · | · | 16 | ·
O=C1NCc2ccccc2CC12CCN(Cc1ccc3ccccc3n1)CC2
 : -8% | 37%[activator] | ? | -17% | i | 0 | ·
O=C1NCCCCCCN(Cc2ccncc2)[C@@H]2CN(C(=O)NCc3ccccc3)CC[C@@H]12
 : 5% | 0% | -24% | -26% | ? | 15 | -6%
CN(C)C(=O)N1CCC(C(=O)N2CCC(c3nc4ncccc4[nH]3)CC2)C1 (configuration not stated)
 : 4% | 11% | -2% | i | -4% | 12 | ·
O=C1NCCCCCCN[C@H]2C[C@H](C(=O)N3CCc4ccccc4C3)C[C@@H]12
 : 3% | 30% | i | i | i | 9 | -4%
CCCn1nc(C)cc1CN(CC)C(=O)C1CCN(c2cnn(C)c(=O)c2)C1 (configuration not stated)
 : -4% | 9% | 2% | -18% | -5% | 0 | 1%
CCc1ccc(-c2nc3cc(NC(=O)c4cc5ccccc5cc4OC)ccc3o2)cc1
 : -8% | 71%[activator] | · | · | · | 5 | ·
COC(=O)c1cc(NC(=O)c2nn(C)c3c2COc2ccccc2-3)cc(C(=O)OC)c1
 : 0% | -10% | · | · | · | 3 | ·
COc1cc(NC(=O)Cn2cnc3sc(C)c(S(=O)(=O)N4CCN(C)CC4)c3c2=O)cc(OC)c1OC
 : 1% | -1% | · | · | · | 2 | ·
COc1ccc(-c2cc3c(cn2)CN(CCc2ccccc2)CCN3)cc1OC
 : ? | 88%[activator][87.6 µM] | 63µM* | 40µM* | -6%[88.5 µM] | -2 | 71µM*
Cc1cccc(OCC(=O)N2CCc3nn(Cc4ccccc4)c(=O)n3CC2)c1
 : -4% | 1% | ? | ? | i | -7 | -3%
CCc1ccc(NC(=O)N2CC(c3nnc(-c4ccncc4)o3)C3(CCOCC3)C2)cc1 (configuration not stated)
 : -4% | -17% | i | ? | 3% | 27 | -11%
Cc1ccc(CN(C(=O)COc2ccc(C)c(C)c2)C2CCS(=O)(=O)C2)o1 (configuration not stated)
 : -11% | -6% | · | · | · | 12 | ·
COc1cccc(CNS(=O)(=O)c2ccc(N3CCCCS3(=O)=O)cc2)c1
 : -1% | -5% | · | · | · | -20 | ·
COc1ccc(C(=O)N2CC(c3nnc(-c4ccc(C)cc4)o3)C3(CCOCC3)C2)cc1 (configuration not stated)
 : 1% | 54%[activator] | -3% | 4% | 3% | -6 | 3%
O=C(Cc1ccc(Cl)cc1)NCc1nnc2c(-c3nc(C4CC4)no3)cccn12
 : -22% | -34% | ? | -27% | i | -3 | -7%
O=S(=O)(Cc1ccccc1)N1CC(c2nnc(-c3ccncc3)o2)C2(CCOCC2)C1 (configuration not stated)
 : 6% | 17% | i | 2% | i | -3 | 1%
CCC[C@H]1C[C@H]1C(=O)N1CCC2(CCC(=O)N(CC(N)=O)C2)CC1
 : -6% | 6% | 1% | -1% | i | 16 | -8%
Cc1ccc(CN2CCOCCNC(=O)CC2)s1
 : -3% | ? | -22% | -15% | i | 9 | -11%
COC(=O)Cn1ccc2cc(S(=O)(=O)N3CCCCC3)ccc21
 : 4% | 8% | · | · | · | -2 | ·
Cc1ccc(-c2cc(C(F)(F)F)n3nc(C(=O)Nc4ccc(C#N)cc4)cc3n2)cc1
 : 4% | -1% | · | · | · | -6 | ·
COc1cccc(CCC(=O)NC2CCN(C(=O)c3cc4c(=O)[nH]c(C)cn4n3)CC2)c1
 : -13% | -23% | -3% | 3% | 4% | 0 | 3%
COc1ccc(C2CC(=O)c3c([nH]c(C(=O)OCc4ccccc4)c3C)C2)cc1 (configuration not stated)
 : 3% | -14% | · | · | · | 6 | ·
Cc1ccc(C(=O)N2CCc3nc4cc(-c5ccccc5)[nH]n4c(=O)c3C2)cn1
 : -2% | ? | -6% | -9% | i | 0 | -16%
O=C(CCC[C@H]1NC[C@@H]2C[C@H]1CN(Cc1ccccc1)C2)NCCc1ccncc1
 : 7% | 8% | 5% | i | i | -7 | -7%
OC1CCOC2(CCN(Cc3ccc(Br)o3)CC2)C1 (configuration not stated)
 : 12% | 9% | ? | -14% | i | 6 | -12%
O=C(CNC(=O)c1ccc(-c2cccc(C(F)(F)F)c2)cc1)NCc1ccccc1
 : -6%[12.5 µM] | ? | ? | ? | i | 6 | ·
CCNC(=O)c1n[nH]c2c1CN(C(=O)c1ccc(C(F)(F)F)cc1)CC2
 : 13% | 3% | -15% | -26% | i | 0 | 9%
O=C(Cc1cccnc1)N1CCc2c(nc3cc(-c4ccccc4)[nH]n3c2=O)C1
 : 3% | -9% | 7% | i | -2% | 12 | ?
CCc1nn(Cc2cccc(F)c2)c(=O)c2cc3cc(C)ccc3n12
 : 5% | -5% | · | · | · | 8 | ·
Cc1cccc(N2Cc3c(ncnc3N3CCC(N4CCCCC4)CC3)N(C)CC2=O)c1
 : 3% | 8% | -1% | -29% | -1% | 8 | ·
COCC(=O)NC1CCCc2c1[nH]c1c(Cl)cccc21 (configuration not stated)
 : 13% | -23% | ? | -12% | -10% | 15 | -8%
COc1ccc(Nc2ccnc(N3CCC(C(=O)NCc4ccc(F)cc4)CC3)n2)cc1
 : -14%[12.5 µM] | -5% | ? | 40µM* | i | 2 | ·

Profiles from above. Screens in order: HEK293 viab | SNCA expr inh | HEK cytotox | NIH3T3 tox | GPT2 inhibitor | IP6K1 inhibitor | Luciferase inh
`COC(=O)Cn1ccc2cc(S(=O)(=O)N3CCCCC3)ccc21` in the list: 4% | 8% | · | · | · | -2 | ·
`Cc1ccc(-c2cc(C(F)(F)F)n3nc(C(=O)Nc4ccc(C#N)cc4)cc3n2)cc1` in the list: 4% | -1% | · | · | · | -6 | ·
`CCc1nn(Cc2cccc(F)c2)c(=O)c2cc3cc(C)ccc3n12` in the list: 5% | -5% | · | · | · | 8 | ·

Some of the entries so far, as tab-separated lines.
structure	HEK293 viab	SNCA expr inh	HEK cytotox	NIH3T3 tox	GPT2 inhibitor	IP6K1 inhibitor	Luciferase inh
CCC(=O)Nc1ccc(CC)cc1-c1nc2ccccc2n(CC(=O)Nc2cccc(Cl)c2)c1=O	?	10%	·	·	·	16	·
Cc1ccccc1OCC(=O)Nc1nnc(S(=O)(=O)N2CCCCCC2)s1	13%	6%	·	·	·	14	·
O=C([C@H]1C[C@H](Oc2ccccc2)CN1C(=O)NCc1ccccc1)N1CCOCC1	1%	25%	3%	-16%	i	45	0%
